Bioassay records (PubChem)
A549 tox = counter-screen for Nrf2 inhibitors: cytotoxicity in A549 cells; hit rate 0.16% among 390,000; A549 ARE-Fluc cells, CellTiter-Fluor viability, 18-24 h; AID 504648; Potency, µM (top dose mostly 46 µM), without a hit: top-dose activity change, negative = cytotoxicity, most hits filed as inhibitors; further: potency means the concentration at half of the fitted maximal effect; on the % scale 0 is the no-effect control and ±100 the full control effect
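A549 ARE_Fluc cells in 5% FBS OPTI-MEM were exposed to compounds in concentration-response for 18-24 h at 37 deg C. Viability was read by CellTiter-Fluor fluorescence (Ex 405/Em 525) after 30 min, before the luciferase read.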
MmCpn inh = blocks the Methanococcus maripaludis chaperonin Mm-Cpn; Potency, µM (titrated, usually from 76.9 µM), for the others: top-dose activity, negative = inhibition, most hits filed as inhibitors; hit rate 0.031% among 330,000; purified Mm-Cpn ATPase, ADP Transcreener TR-FRET; further: potency means the concentration at half of the fitted maximal effect; on the % scale 0 is the no-effect control and ±100 the full control effect; nearly all actives have a fitted effect of over 80% in size
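Reaction buffer contained 30 mM Tris pH 7.4, 100 mM KCl, 5 mM MgCl2 and 1 mM DTT. Mm-CPN (25 nM final) hydrolysed 10 uM ATP over 30 min at 37°C; ADP was read by HTRF.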
ATXN viability = cell viability loss in ATXN counter-screen; S2 cells (HEK-293 line with an ATXN2-luciferase reporter) viability, CellTiter-Fluor protease fluorescence, 24 h; Potency, µM (highest dose often 56.7 µM), actives largely listed as cytotoxic; hit rate 0.49% among 400,000; further: potency means the concentration at half of the fitted maximal effect; nearly all actives have a fitted effect of over 40% in size
Nrf2 block = Nrf2 pathway inhibition. A549 ARE-Fluc reporter, luciferase luminescence, 18-24 h. Potency, µM (top dose mostly 46 µM), for the others: top-dose activity change, negative = inhibition, actives largely listed as inhibitors. hit rate 2.1% among 360,000; further: potency means the concentration at half of the fitted maximal effect; on the % scale 0 is the no-effect control and ±100 the full control effect; nearly all actives have a fitted effect of over 60% in size
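A549 ARE_Fluc cells (5000/well, 5% FBS OPTI-MEM) pre-incubated 2 h, then treated with compounds 18-24 h at 37C/5% CO2 in concentration-response. CellTiter-Fluor viability read first; BugLite luciferase luminescence after 15 min at room temperature gives Nrf2 activity.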
CCT modulator = modulators of cytosolic chaperonin (CCT/TRiC) activity; purified chaperonin ATPase assay, HTRF ADP detection, 30 min; activity change, % (test concentration not listed), hits read low; hit rate 0.3% among 360,000; AID 651819; in the data active means activity change below about -30%; further: on the % scale 0 is the no-effect control and ±100 the full control effect
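TRiC (40 or 20 nM final, by batch activity) in 30 mM Tris pH 7.4, 100 mM KCl, 5 mM MgCl2, 1 mM DTT was treated with compound at 76 uM single dose, then 10 uM ATP, 30 min at 37 °C. ADP was read by HTRF Transcreener.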
Nrf2 activator = activators of Nrf2 (ARE) signaling; AREc32 ARE-luciferase reporter (MCF7-derived line), luminescence, 24 h; Potency, µM (top dose mostly 46.1 µM), inactives show at the highest dose activation, hits mostly activators; hit rate 0.31% among 410,000; AID 624171; further: potency means the concentration at half of the fitted maximal effect; % of control where 0% means no effect; nearly all actives have a fitted effect of over 65% in size
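Cells of the AREc32 ARE-luciferase line are plated in OPTI-MEM containing 5% FBS and left overnight at 37 deg C. Compounds are pinned in, incubation continues 24 hr, and firefly luciferase signal is then measured.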
Akt phos inh = blocks phosphorylation of Akt; AID 651550; activity change, % for hits at 50 µM; hit rate 0.32% among 360,000; Neuro2A IGF-stimulated pAkt S473 HTRF, 20 min; hits give low values; in the data active means activity change below about -80%; inconclusive means mostly about -51% to -80%; further: on the % scale 0 is the no-effect control and ±100 the full control effect
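Neuro2A cells (4,500/well, DMEM with 0.5% FBS) were treated with compound at a single 50 µM final concentration, stimulated with 6 nM IGF for 20 min at 37 °C, and lysed. Phospho-Akt Ser473 was read by HTRF as 665/615 ratio ×10^4.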
TGFb SMAD3 inh = TGF-b pathway inhibition | hit rate 1.2% among 410,000 | Potency, µM (series often up to 46.1 µM), without a hit: at the top dose activity, negative = inhibition, usual class: inhibitors | AID 588855 | HepG2 CAGA-GFP TGF-b/SMAD3 reporter, GFP fluorescence, 18 h; TGF-beta stimulated, 500 pg/mL final; further: potency means the concentration at half of the fitted maximal effect; on the % scale 0 is the no-effect control and ±100 the full control effect; nearly all actives have a fitted effect of over 65% in size
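First, reporter cells (HEPG2 CAGA-GFP) rested 2 h at 37 degrees C. Next, compounds were pinned in and TGF-beta added to 500 pg/mL final. After 18 h, GFP was imaged per cell and summed per well.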
HepG2 viability = kills HepG2 cells in TGF-b inhibitor counter-screen; Potency, µM (series often up to 46.1 µM), for the others: top-dose activity change, negative = cytotoxicity, hits mostly cytotoxic; HepG2 CAGA-GFP viability, ATP luminescence, 18 h; hit rate 0.76% among 410,000; further: potency means the concentration at half of the fitted maximal effect; some results filed as inactive show a strong effect at the top dose
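CellTiter-Glo luminescence gave cytotoxicity after 18 hours at 37 degrees C. The cells were HepG2 CAGA-GFP in 1% FBS DMEM, stimulated with 500 pg/mL TGF-beta after compound addition. %Activity was normalised to no-cell wells (complete cell-killing) and DMSO (no toxicity), and curves were fitted and classified.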
* hit, by the source's call; & = joins results of further samples; ! = not active in a repeat. Unless noted, the call rests on the fitted dose curve; in most records, active means well fitted curve in the direction sought with a large enough effect; inconclusive means small, poorly fitted or top-dose-only effect, or another doubt; inactive means no such curve, though single readings can be large; an effect the other way counts as inactive or inconclusive.

For O=C(Nc1nccs1)c1ccc(COc2c(F)c(F)cc(F)c2F)o1 the results were A549 tox 8%, MmCpn inh 0%, ATXN viability inactive, Nrf2 block 9%, CCT modulator 4.2, Nrf2 activator 4.4%, Akt phos inh inactive, TGFb SMAD3 inh inconclusive and HepG2 viability -3%.
Screening Cc1ccc(C)c(OCc2nc3ccc(S(=O)(=O)Nc4c(C)n(C)n(-c5ccccc5)c4=O)cc3[nH]2)c1 returned A549 tox -1%, MmCpn inh -1%, ATXN viability inactive, Nrf2 block 6%, CCT modulator -2.1, Nrf2 activator -0.5%, Akt phos inh inactive, TGFb SMAD3 inh -9% and HepG2 viability -10%.
Screening Cc1cc(C)cc(NC(c2nnc(-c3cccc(F)c3)o2)c2ccc(F)cc2Cl)c1 (centres undefined) returned A549 tox 0%, ATXN viability inconclusive, Nrf2 block 5%, Nrf2 activator 8.1%, TGFb SMAD3 inh inconclusive and HepG2 viability -36%.
Screening COc1ccc(C(=O)C2CCCN(Cc3cccn3-c3ccc(Cl)cn3)C2)c(OC)c1 (centres undefined) returned A549 tox -17%, MmCpn inh 0%, ATXN viability inactive, Nrf2 block 14%, CCT modulator 0.1, Nrf2 activator 7.0%, Akt phos inh inactive, TGFb SMAD3 inh inconclusive and HepG2 viability -16%.
Screening CCCN1CCN(CCCNC(=O)c2cc3c(s2)-c2c(C)cccc2OC3)CC1 returned A549 tox -3%&-14%, MmCpn inh inconclusive, ATXN viability inconclusive, Nrf2 block -4%&-9%, CCT modulator 0.7, Nrf2 activator 6.1%&8.3%, Akt phos inh inactive, TGFb SMAD3 inh inconclusive and HepG2 viability 11µM*!.
COc1ccc(NCC(=O)Nc2cccc(C(F)(F)F)c2)cc1S(=O)(=O)N1CCOCC1 was read as A549 tox -7%, MmCpn inh -5%, ATXN viability inactive, Nrf2 block inconclusive, CCT modulator 1.3, Nrf2 activator -0.5%, Akt phos inh inactive, TGFb SMAD3 inh inconclusive and HepG2 viability -8%.
Screening C/C(=N\NC(N)=S)c1ccncc1 returned A549 tox 15%, MmCpn inh 2%, ATXN viability inactive, Nrf2 block 7%, CCT modulator 0.3, Nrf2 activator 0.4%, Akt phos inh inactive, TGFb SMAD3 inh -24% and HepG2 viability -6%.
For O=C(Nc1ccccc1C(=O)OCc1cc(=O)n2ccsc2n1)c1ccccc1Cl the results were A549 tox 4%, ATXN viability inactive, Nrf2 activator 0.4%, TGFb SMAD3 inh 0% and HepG2 viability -1%.
CCOC(=O)c1cnc2c([N+](=O)[O-])cnn2c1C was read as A549 tox 0%, MmCpn inh -16%, ATXN viability inactive, Nrf2 block -7%, CCT modulator 2.4, Nrf2 activator -0.6%, Akt phos inh inactive, TGFb SMAD3 inh 1% and HepG2 viability 3%.
For Cc1ccccc1-c1noc(C(C)NC(=O)c2ccco2)n1 (centres undefined) the results were A549 tox -4%&4%, MmCpn inh -2%, ATXN viability inactive, Nrf2 block -29%&-7%, CCT modulator 2.2, Nrf2 activator 16%&11%, Akt phos inh inactive, TGFb SMAD3 inh inconclusive and HepG2 viability 18%&-3%.
Screening CCc1nc2ccc(C(=O)N3CCN(C(=O)c4ccco4)CC3)cn2c1N(CC)Cc1cccc(Br)c1 returned ATXN viability inconclusive, CCT modulator 0.0, Nrf2 activator 8.6%, Akt phos inh inactive, TGFb SMAD3 inh -22% and HepG2 viability -44%.
CCOc1ccc(-c2nnc(SCC(=O)c3ccccc3)n2-c2ccccc2)cc1 was read as A549 tox 1%, ATXN viability inactive, Nrf2 block -10%, Nrf2 activator 0.1%, TGFb SMAD3 inh inconclusive and HepG2 viability -17%.
`CCOc1cccc(/C=N/NS(=O)(=O)c2ccc(C)c([N+](=O)[O-])c2)c1O` gave A549 tox -1%, MmCpn inh 3%, ATXN viability inactive, Nrf2 block -10%, CCT modulator -2.1, Nrf2 activator -0.7%, Akt phos inh inactive, TGFb SMAD3 inh -2% and HepG2 viability -15%.
CCC1CCc2c(sc3nc(SCC(=O)NCc4ccco4)n(-c4ccccc4)c(=O)c23)C1 (centres undefined) was read as A549 tox -15%, MmCpn inh inconclusive, ATXN viability inactive, Nrf2 block inconclusive, CCT modulator -4.3, Nrf2 activator -1.1%, Akt phos inh inactive, TGFb SMAD3 inh 12% and HepG2 viability 1%.
Screening CCCN(CCC)C(=O)Cn1c(=O)n(-c2cccc(OC)c2)c(=O)c2c(C)c(C(=O)N(C)C)sc21 returned A549 tox 4%, Nrf2 activator -1.1%, TGFb SMAD3 inh 1% and HepG2 viability 4%.
O=C(NCc1ccncc1)C1CCC(=O)N(CCc2ccc(Cl)cc2)C1 (centres undefined) was read as A549 tox 1%, MmCpn inh -5%, ATXN viability inactive, Nrf2 block -21%, CCT modulator -1.4, Nrf2 activator -0.2%, Akt phos inh inactive, TGFb SMAD3 inh 0% and HepG2 viability 1%.
For O=C(NCC(c1ccco1)N1CCCCC1)c1cccc(NS(=O)(=O)c2ccc(Br)cc2)c1 (centres undefined) the results were A549 tox -14%, MmCpn inh 1%, ATXN viability inactive, Nrf2 block -14%, CCT modulator 2.9, Nrf2 activator 2.0%, Akt phos inh inactive, TGFb SMAD3 inh -2% and HepG2 viability -21%.
`O=C(C1CCN(c2nnc(-n3cccc3)s2)CC1)N1CCN(Cc2ccc3c(c2)OCO3)CC1` gave A549 tox 2%, MmCpn inh -5%, ATXN viability inactive, Nrf2 block inconclusive, CCT modulator -3.3, Nrf2 activator 3.8%, Akt phos inh inactive, TGFb SMAD3 inh -19% and HepG2 viability -10%.
For Cc1oc(-c2cccc(Cl)c2)nc1CN1CCCC(C(=O)NC(C)c2ccc3c(c2)OCCO3)C1 (centres undefined) the results were A549 tox inconclusive, MmCpn inh 1%, ATXN viability inconclusive, Nrf2 block inconclusive, CCT modulator 1.5, Nrf2 activator -2.0%, Akt phos inh inactive, TGFb SMAD3 inh inconclusive and HepG2 viability -33%.
Screening COc1ccc(CCNC(=O)CC2SC(=NCCc3ccccc3)NC2=O)cc1 (centres undefined) returned A549 tox 4%, MmCpn inh 1%, ATXN viability inactive, Nrf2 block -6%, CCT modulator 0.0, Nrf2 activator -0.4%, Akt phos inh inactive, TGFb SMAD3 inh 14% and HepG2 viability 3%.
`O=S1(=O)CCN2C(c3ccco3)=CSC2=N1` gave A549 tox -4%, MmCpn inh 1%, ATXN viability inactive, Nrf2 block 5%, CCT modulator -2.9, Nrf2 activator -0.1%, Akt phos inh inactive, TGFb SMAD3 inh inconclusive and HepG2 viability -2%.
`COc1ccccc1CNC(=O)c1ccc(S(=O)(=O)N(C)c2ccccc2)cc1` gave A549 tox -1%, MmCpn inh 0%, ATXN viability inconclusive, Nrf2 block -10%, CCT modulator -1.1, Nrf2 activator -0.1%, Akt phos inh inactive, TGFb SMAD3 inh 0% and HepG2 viability -3%.
`COC(=O)Nc1c(-c2ccccc2)nc2ccc(C)cn12` gave A549 tox -1%, MmCpn inh -23%, ATXN viability inactive, Nrf2 block -10%, CCT modulator -0.5, Nrf2 activator 8.5%, Akt phos inh inactive, TGFb SMAD3 inh -4% and HepG2 viability -1%.
For COc1cc(NC(=O)Nc2nc(C(N)C3CCCCC3)cs2)cc(OC)c1OC (centres undefined) the results were ATXN viability inconclusive, CCT modulator -0.6, Nrf2 activator -1.0%, Akt phos inh inactive, TGFb SMAD3 inh inconclusive and HepG2 viability 11µM*.
For CCOC(=O)c1ccc(NC(=O)Cn2c(=O)cc(C)c3c(C)nn(-c4cccc(F)c4)c32)cc1 the results were A549 tox 2%, ATXN viability inactive, Nrf2 block inconclusive, Nrf2 activator 0.6%, TGFb SMAD3 inh 0% and HepG2 viability 10%.
C[C@@H]1CN([C@H](C)CO)C(=O)CCCn2cc(nn2)CO[C@H]1CN(C)S(=O)(=O)c1ccc(-c2ccccc2)cc1 was read as ATXN viability inactive, CCT modulator -0.7, Nrf2 activator -0.4%, Akt phos inh inactive, TGFb SMAD3 inh 8% and HepG2 viability 7%.
Cc1cccc(-n2ccnc2SCC(=O)Nc2nnc(C)s2)c1 was read as A549 tox -3%, MmCpn inh 1%, ATXN viability inactive, Nrf2 block -1%, CCT modulator -2.4, Nrf2 activator -0.6%, Akt phos inh inactive, TGFb SMAD3 inh -11% and HepG2 viability -6%.
Screening COc1ccccc1OCCNC(=O)Nc1cc(F)c(F)cc1Cl returned A549 tox 0%, MmCpn inh 1%, ATXN viability inactive, Nrf2 block -24%, CCT modulator 1.1, Nrf2 activator -0.6%, Akt phos inh inactive, TGFb SMAD3 inh 7% and HepG2 viability 0%.

A section from further up:
`O=S1(=O)CCN2C(c3ccco3)=CSC2=N1` gave A549 tox -4%, MmCpn inh 1%, ATXN viability inactive, Nrf2 block 5%, CCT modulator -2.9, Nrf2 activator -0.1%, Akt phos inh inactive, TGFb SMAD3 inh inconclusive and HepG2 viability -2%.
`COc1ccccc1CNC(=O)c1ccc(S(=O)(=O)N(C)c2ccccc2)cc1` gave A549 tox -1%, MmCpn inh 0%, ATXN viability inconclusive, Nrf2 block -10%, CCT modulator -1.1, Nrf2 activator -0.1%, Akt phos inh inactive, TGFb SMAD3 inh 0% and HepG2 viability -3%.
`COC(=O)Nc1c(-c2ccccc2)nc2ccc(C)cn12` gave A549 tox -1%, MmCpn inh -23%, ATXN viability inactive, Nrf2 block -10%, CCT modulator -0.5, Nrf2 activator 8.5%, Akt phos inh inactive, TGFb SMAD3 inh -4% and HepG2 viability -1%.
